Assay outcomes from PubChem.
Fam108B counter: mouse Fam108B serine hydrolase inhibitors, primary screen, counter-screen for RBBP9 inhibitor project, biochemical, fluorescence polarization; recombinant Fam108B, FP-Rh probe fluorescence polarization; inhibition, % at 9.51 µM; actives 0.33% (n = 300,000); AID 1947, 2009;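 active means inhibition above the screen mean inhibition plus 3 SD, computed separately per campaign, cut at about 18% in these data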;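 further: inhibitors lower polarization as less probe binds the enzyme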
Yeast superoxide: reduction of superoxide in aged yeast, primary screen, HTS; S. cerevisiae aged cells, superoxide DHE fluorescence; hits give low values; superoxide response (% of plate mean), % at 10 µM; actives 0.18% (n = 330,000); AID 2690, 2010;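 active means superoxide response under a set limit, about three screen SD below normal, cut at about 65% in these data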;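 further: yeast aged for seven days with compound at 30 °C before DHE staining; 100% = average MFI of all compound-treated wells on the plate with controls excluded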
MEX-5 binding: MEX-5 zinc finger RNA-binding disruptors – biochemical, C. elegans, fluorescence polarization, MLPCN library, primary screen. Zinc finger protein mex-5 (Caenorhabditis elegans), Q9XUB2. MEX-5/FITC-TCR2 RNA binding; hits give low values. activity score (negative = inhibition of binding), % at 10 µM. actives 0.38% (n = 300,000). AID 1832, 2009;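 active means inhibition past about -25% in most replicates, and total fluorescence under double the plate's negative control median, limit read from the data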;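 further: 0% = DMSO and -100% = 5 µM competing unlabeled TCR2 RNA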
Target sequence (Q9XUB2 whole entry, looked up): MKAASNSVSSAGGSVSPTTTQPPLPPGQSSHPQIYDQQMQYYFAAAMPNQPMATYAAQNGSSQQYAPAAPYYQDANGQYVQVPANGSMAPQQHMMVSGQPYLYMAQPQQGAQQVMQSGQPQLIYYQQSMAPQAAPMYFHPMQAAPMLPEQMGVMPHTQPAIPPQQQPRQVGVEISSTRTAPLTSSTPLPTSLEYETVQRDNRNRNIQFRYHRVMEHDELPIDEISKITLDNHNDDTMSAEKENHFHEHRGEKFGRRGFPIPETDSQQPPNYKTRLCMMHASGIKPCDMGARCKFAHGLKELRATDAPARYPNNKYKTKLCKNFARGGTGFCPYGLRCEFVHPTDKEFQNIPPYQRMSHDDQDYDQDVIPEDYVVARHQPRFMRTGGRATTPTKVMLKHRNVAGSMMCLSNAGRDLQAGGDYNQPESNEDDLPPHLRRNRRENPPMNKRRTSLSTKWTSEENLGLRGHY
EBNA-1 inhibitor: EBNA-1 DNA-binding inhibitors, primary screen, biochemical, fluorescence polarization. AID 1950, 2009. actives 0.34% (n = 300,000). inhibition, % at 14.8 µM; in the data active means inhibition above about 28%
MCL1-BIM inh: inhibitors of MCL1 binding to BIM-BH3, primary screen, biochemical, fluorescence polarization | GST-MCL1 / FITC-Bim-BH3 fluorescence polarization | AID 2057, 2009 | Induced myeloid leukemia cell differentiation protein Mcl-1 (Homo sapiens), Q07820 | inhibition, % at 10.9 µM | actives 0.68% (n = 320,000);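 active means inhibition above the mean inhibition of all tested compounds plus 3 SD, set per campaign, cut at about 40% in these data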;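 further: 0% = DMSO wells and 100% = unlabeled Bim-BH3 peptide control; higher means more loss of mP so more displacement of Bim peptide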
Target sequence (Q07820 whole entry, looked up): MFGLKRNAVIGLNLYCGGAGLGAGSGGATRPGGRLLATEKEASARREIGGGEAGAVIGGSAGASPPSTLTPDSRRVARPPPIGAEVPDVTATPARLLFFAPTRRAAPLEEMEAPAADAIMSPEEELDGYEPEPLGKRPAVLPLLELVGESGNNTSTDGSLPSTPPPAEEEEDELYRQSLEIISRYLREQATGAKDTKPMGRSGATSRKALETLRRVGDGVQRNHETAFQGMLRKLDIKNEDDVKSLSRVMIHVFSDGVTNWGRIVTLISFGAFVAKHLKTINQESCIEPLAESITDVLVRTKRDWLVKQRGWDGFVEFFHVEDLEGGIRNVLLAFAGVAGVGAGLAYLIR
GLD-1 RNA inh: GLD-1/TGE RNA complex disruptors, primary screen, biochemical, fluorescence polarization; purified GLD-1 + fluorescein TGE RNA; actives 0.44% (n = 320,000); Female germline-specific tumor suppressor gld-1 (Caenorhabditis elegans), Q17339; inhibition, % at 5.96 µM;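 active means percent inhibition above a per-plate cutoff, the plate mean of test compounds plus 3 SD, cut at about 30% in these data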;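 further: 0% = DMSO wells with GLD-1 and probe and 100% = wells lacking GLD-1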
Bcl-xL primary: inhibitors of human Bcl-xL, primary screen, biochemical, fluorescence polarization, HTS; Bcl-2-like protein 1 (Homo sapiens), Q07817; GST-Bcl-xL / FITC-Bim BH3 peptide fluorescence polarization; inhibition, % at 10.9 µM; actives 0.7% (n = 320,000);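 active means inhibition above the mean of all tested compounds plus 3 SD, cutoff set per campaign, cut at about 30% in these data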;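 further: 0% = DMSO wells and 100% = unlabeled Bim-BH3 peptide competitor; inhibitors lower millipolarization by displacing the labeled peptide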
Target sequence (Q07817 whole entry, looked up): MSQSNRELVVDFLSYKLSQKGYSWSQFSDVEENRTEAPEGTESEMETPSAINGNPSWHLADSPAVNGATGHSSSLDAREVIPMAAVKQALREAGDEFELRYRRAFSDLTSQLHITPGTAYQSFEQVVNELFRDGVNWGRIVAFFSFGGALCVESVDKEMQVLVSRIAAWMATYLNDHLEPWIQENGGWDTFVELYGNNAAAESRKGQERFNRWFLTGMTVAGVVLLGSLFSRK
ZTA counter: blocks Epstein-Barr virus ZTA, an EBNA-1 counter-screen; inhibition, % at 11 µM; AID 2234; actives 0.15% (n = 320,000); ZTA-DNA binding, fluorescence polarization; in the data active means inhibition above about 33%
Efflux pump mplx: inhibitors of Candida efflux pumps in yeast, primary screen, S. cerevisiae, Nile Red, multiplex | S. cerevisiae Candida pump triplex | inhibition, % at 10 µM | actives 0.44% (n = 330,000) | AID 485275, 2010;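 active means plate passing quality check with inhibition over a set limit, or well fluorescence over plate mean plus 4 SD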;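 further: Nile Red retained in pooled yeast measured as flow cytometry median fluorescence; 0% = buffer negative control and 100% = Enniatin B positive control; higher means more Nile Red kept so more efflux inhibition; some compounds called inactive have numbers as strong as hits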
The depositor's hits bear a star; nt = not tested or not shown. No enrichment for hits; overall some 2.3% were active at least once.

SMILES	Fam108B counter	Yeast superoxide	MEX-5 binding	EBNA-1 inhibitor	MCL1-BIM inh	GLD-1 RNA inh	Bcl-xL primary	ZTA counter	Efflux pump mplx
CCOC(=O)c1nc(C)n(-c2cc(OC)c(Cl)cc2Cl)n1	0	102	1.3	7	-4	-1	0	3	-0.1
O=C(COC(=O)C12CC3CC(CC(O)(C3)C1)C2)NCCc1ccc(Cl)cc1	3	88	2.4	-5	1	-1	2	-14	0.1
O=C(CN1CCN(c2cccc(Cl)c2)CC1)c1ccc(O)cc1O	-2	100	2.3	-2	3	-1	2	2	0.1
O=C1CSCC(=O)N1Cc1ccc(Cl)c(Cl)c1	2	95	-0.5	-21	-5	1	-2	7	0.3
C/C(=N\NC(=O)c1nnn(-c2nonc2N)c1CN(C)C)c1ccco1	-5	87	-2.0	-11	-4	-7	5	-8	0.0
CS(=O)(=O)c1ccccc1C(=O)Nc1cccc2ncccc12	4	106	-10	-6	21	6	26	1	0.3
CN(CC(=O)N1CCN(c2ncccn2)CC1)S(=O)(=O)c1ccc(Cl)cc1	-2	118	-0.4	-13	-3	4	-2	0	0.5
CCOC(=O)c1c(C)[nH]c(C(=O)OCC(=O)Nc2cc(C)ccc2OC)c1C	-5	101	-1.3	0	-9	1	-1	5	0.0
Cc1nc(NCc2ccco2)[nH]c(=O)c1CCC(C)C	-2	91	-1.7	5	3	3	5	-5	-0.1
Cc1oc2cc3oc(=O)c(CC(=O)N[C@H](C(=O)N[C@@H](C(=O)O)c4ccccc4)C(C)C)c(C)c3cc2c1C	0	98	-0.4	-3	0	4	8	-10	0.1
Nc1cc(C(=O)OCC(=O)N2CCOCC2)ccc1Cl	1	98	-1.7	-4	0	1	5	2	-0.2
CCOC(=O)CSCC(=O)Nc1c(C(=O)C2CC2)oc2ccccc12	-1	108	3.5	10	-4	-1	2	4	-0.2
CCCCCC(=O)Nc1cccc(C2=NOC3(C2)C[C@H](C(N)=O)N(C(=O)COc2ccc(Cl)cc2)C3)c1 (some centres undefined)	1	107	1.5	6	0	-4	1	3	-0.1
Cc1nn(CC(=O)NNC(=O)c2ccccc2F)c([N+](=O)[O-])c1Br	0	98	2.1	4	2	5	1	-1	0.0
C=CCNC(=O)C1CC2Cn3c(nc4cc5ccccc5cc43)C2N1C (centres undefined)	5	101	0.1	8	7	-1	3	-9	-0.1
O=C(NC1CCCCC1)c1ccc(-n2cnnn2)cc1	-1	91	0.7	-4	3	5	6	-8	0.0
COCCOc1cc(NC(=O)CS(=O)(=O)CC(=O)N(C)C)c(Cl)cc1Cl	-4	100	1.8	-5	0	5	1	11	0.0
Cc1ccc(S(=O)(=O)N2CCOc3ccccc32)c(C)c1NS(C)(=O)=O	4	80	2.1	2	-2	5	1	-1	-0.1
Cc1ccc(OCCN2CCN(c3ncnc4sc(C)c(C)c34)CC2)cc1	-1	77	3.0	-3	2	0	-1	-1	0.5
Cc1ccc(C)c(NC(=S)NCCc2ccc(F)cc2)c1	-2	82	-1.4	6	8	3	4	-16	-0.1
O=C(NCCCn1ccnc1)c1ccccc1NS(=O)(=O)c1ccc(F)c(F)c1	-1	80	1.9	14	4	9	4	-2	-0.1
O=C(Nn1cnc2ccccc2c1=O)c1ccc([N+](=O)[O-])cc1Cl	-1	106	0.1	8	0	11	7	16	-0.1
O=C(OCC(=O)N1CCN(C(=O)c2ccco2)CC1)c1cccc(S(=O)(=O)N2CCc3ccccc32)c1	-2	95	-1.0	-3	-4	-1	-1	-21	0.0
CCCn1c(=O)[nH]c(=O)c2c1nc(-c1cc([N+](=O)[O-])ccc1Cl)n2CCOC	4	108	2.9	1	-4	-3	1	-2	-0.2
CCOc1ccccc1NS(=O)(=O)c1ccc(Br)s1	-3	94	-0.5	-2	6	5	1	-15	-0.1
Cc1ccc(C2=NOC3(CC(=O)N(c4ccccc4)C3=O)C2)cc1 (centres undefined)	1	93	nt	3	4	4	-1	-12	-0.1
O=C(COC(=O)CN1C(=O)C(=O)c2ccccc21)OCN1C(=O)c2ccccc2C1=O	3	105	2.0	9	-9	-3	0	8	-0.1
C/C(=N\NC(=O)c1c(Cl)c(C)nn1C)c1cccc(NC(=O)COc2ccc(Cl)cc2)c1	3	98	2.1	9	5	8	3	-8	0.0
O=C(c1ccco1)N1CCN(C(=O)c2ccccc2Oc2ccccc2)CC1	2	87	1.8	6	1	3	5	13	0.1
O=C(NC(=O)c1csnn1)Nc1ccccc1Cl	3	102	0.9	6	5	1	2	12	0.0
COc1ccc2c(C)nc(Nc3nc(C)cc(C)n3)nc2c1	-2	90	3.6	3	-5	-25	2	-6	0.0
CSc1cc(/C=N/O)c(SC)s1	0	93	nt	5	-3	6	0	7	-0.2
Cc1cccc(C)c1NC(=O)CN(C)C(=O)C(c1ccccc1)c1ccccc1	-6	94	1.0	7	-5	-3	2	0	0.0
Brc1ccc(CNc2cc3c(cc2Br)OCCO3)cc1	3	108	1.1	4	8	2	9	2	0.1
CCc1nccn1S(=O)(=O)c1ccc(C)c(C)c1	3	109	4.2	-12	5	3	6	-19	0.0
CCOC(=O)/C=C(/C)N1N=C(c2ccc(OC)cc2)CC1c1cccc([N+](=O)[O-])c1 (centres undefined)	1	99	3.3	4	-3	6	1	3	-0.6
Cn1c(C(=O)O)c(CC(=O)Nc2ccccc2F)c2ccccc21	2	88	-0.7	3	5	-1	7	0	-0.1
COc1ccc([N+](=O)[O-])cc1NC(=O)c1cc(C)c(C)o1	-2	99	-0.5	-5	2	-6	7	-16	0.3
CC(C(=O)Nc1nc2ccccc2s1)n1cc([N+](=O)[O-])cn1 (centres undefined)	-2	105	-0.5	-3	1	-1	-2	-17	0.1
COc1ccc(CCNCCC(=O)Nc2c(C)cc(C)cc2C)cc1OC	-8	127	1.7	8	7	0	5	10	0.1
COc1ccc(CN(C)CC(=O)NC(C)c2ccccc2)cc1OC (centres undefined)	0	89	-1.9	-1	1	-6	0	2	-0.1
CS(=O)(=O)N1CCC2(CC1)OCCN2S(=O)(=O)c1ccccc1	-2	92	-0.2	-2	-1	3	2	11	0.0
CS(=O)(=O)N(CCc1ccccc1)CC(=O)NCc1cccnc1	2	87	-1.7	1	5	4	3	15	0.0
COC(=O)c1ccccc1NC(=O)C(=O)NCc1ccncc1	6	103	0.2	7	1	2	5	8	-0.1
COc1ccc(-c2cc(Cl)cc3c(=O)c4ccccc4n(C)c23)cc1F	-4	94	2.3	7	7	6	5	8	-0.1
CCOC(=O)c1cc(OC(=O)c2cccs2)n(-c2ccccc2)n1	8	107	nt	-9	2	-4	3	-8	0.1
COc1ccccc1-c1ocnc1C(=O)N1CCN(S(=O)(=O)c2ccc(NC(C)=O)cc2)CC1	2	90	2.8	-5	1	1	3	-2	0.0
CC1CCC(CN2CCN=C2N(C)C)CC1 (centres undefined)	-3	96	nt	0	-5	5	-1	10	0.1
Cc1nnc(SCC2=C(C(=O)O)N3C(=O)C(NC(=O)Cn4nc(C)c(Cl)c4C)C3SC2)s1 (centres undefined)	-1	106	-2.8	5	19	-5	22	14	0.0
CC(=O)Nc1ccc(N)cc1	nt	89	nt	nt	-2	1	1	2	0.0
(cont.)
SMILES	Fam108B counter	Yeast superoxide	MEX-5 binding	EBNA-1 inhibitor	MCL1-BIM inh	GLD-1 RNA inh	Bcl-xL primary	ZTA counter	Efflux pump mplx
CCN1C(=O)/C(=C2/Sc3ccc(OC)cc3N2C)SC1=Nc1ccc(OC)cc1	1	113	-1.0	-3	8	-8	6	-6	0.4
CCCCN1C(=S)NC[C@@H]1Cc1ccccc1	9	91	-2.4	-2	11	-11	1	8	-0.1
O=C(O)CCCC(=O)N1N=C(c2ccccc2)CC1c1ccc2c(c1)OCO2 (centres undefined)	-3	115	-2.7	-8	4	2	4	0	0.1
Cc1cc(O)cc(O)c1C(=O)Cc1cscn1	0	87	-1.7	11	11	1	7	3	-0.2
Cc1ccc(S(=O)(=O)NN2C(=O)/C(=C/c3ccc(C(=O)O)cc3)SC2=S)cc1	0	92	0.0	-17	18	-10	8	14	0.5
O=c1[nH]c(C2CCN(S(=O)(=O)c3ccccc3)CC2)nc2c1nnn2Cc1ccc2c(c1)OCCO2	-2	87	1.5	1	0	4	3	-17	-0.2
O=c1c2ccccc2nc(-c2ccc([N+](=O)[O-])cc2)n1O	1	77	-0.9	1	5	1	2	2	-0.1
COc1cc(C(=O)NCc2nnc(SCC(=O)Nc3cc(C)cc(C)c3)o2)cc(OC)c1OC	-4	104	-0.1	7	1	6	4	-4	0.1
CCN(CC)C(=O)CSc1nc2ccc(NC(=O)CSc3nccn3C)cc2s1	1	73	0.2	2	5	2	3	-8	0.1
Cc1ccc(N2C(=O)C3C4C=CC(C4)C3C2=O)cc1C (centres undefined)	3	116	0.2	-11	-5	-3	-1	-17	-0.1

Compounds listed so far with an aryl methoxy group:
SMILES	Fam108B counter	Yeast superoxide	MEX-5 binding	EBNA-1 inhibitor	MCL1-BIM inh	GLD-1 RNA inh	Bcl-xL primary	ZTA counter	Efflux pump mplx
CCOC(=O)c1nc(C)n(-c2cc(OC)c(Cl)cc2Cl)n1	0	102	1.3	7	-4	-1	0	3	-0.1
CCOC(=O)c1c(C)[nH]c(C(=O)OCC(=O)Nc2cc(C)ccc2OC)c1C	-5	101	-1.3	0	-9	1	-1	5	0.0
COc1ccc2c(C)nc(Nc3nc(C)cc(C)n3)nc2c1	-2	90	3.6	3	-5	-25	2	-6	0.0
CCOC(=O)/C=C(/C)N1N=C(c2ccc(OC)cc2)CC1c1cccc([N+](=O)[O-])c1 (centres undefined)	1	99	3.3	4	-3	6	1	3	-0.6
COc1ccc([N+](=O)[O-])cc1NC(=O)c1cc(C)c(C)o1	-2	99	-0.5	-5	2	-6	7	-16	0.3
COc1ccc(CCNCCC(=O)Nc2c(C)cc(C)cc2C)cc1OC	-8	127	1.7	8	7	0	5	10	0.1
COc1ccc(CN(C)CC(=O)NC(C)c2ccccc2)cc1OC (centres undefined)	0	89	-1.9	-1	1	-6	0	2	-0.1
COc1ccc(-c2cc(Cl)cc3c(=O)c4ccccc4n(C)c23)cc1F	-4	94	2.3	7	7	6	5	8	-0.1
COc1ccccc1-c1ocnc1C(=O)N1CCN(S(=O)(=O)c2ccc(NC(C)=O)cc2)CC1	2	90	2.8	-5	1	1	3	-2	0.0
CCN1C(=O)/C(=C2/Sc3ccc(OC)cc3N2C)SC1=Nc1ccc(OC)cc1	1	113	-1.0	-3	8	-8	6	-6	0.4
COc1cc(C(=O)NCc2nnc(SCC(=O)Nc3cc(C)cc(C)c3)o2)cc(OC)c1OC	-4	104	-0.1	7	1	6	4	-4	0.1
